Screening data as filed in PubChem BioAssay.
PAFAH1B3 FP inh: PAFAH1B3 (human) inhibition. recombinant PAFAH1B3, FP-rhodamine probe, fluorescence polarization. inhibition, % at 3.39 µM. 340,000 compounds, 0.28% hits;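 active = inhibition above the screen-wide average of all tested compounds plus 3 SD, cut at about 25% in these data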;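 also: 0% = enzyme with DMSO only and 100% = wells lacking PAFAH1B3 protein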
GSTO1 counter: counter-screen for RBBP9 inhibitors: inhibitors of human GSTO1. 300,000 compounds, 1.1% hits. inhibition, % at 5.96 µM. recombinant GSTO1, activity-based probe fluorescence polarization. AID 1974;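 active = inhibition above the campaign mean inhibition plus 3 SD, cut at about 35% in these data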;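 also: 0% = GSTO1-1 with DMSO and 100% = wells lacking GSTO1-1 enzyme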
PAD4 inh: blocks human protein arginine deiminase 4; recombinant PAD4, RCA probe fluorescence polarization; inhibition, % at 6.36 µM; AID 485272; 330,000 compounds, 0.41% hits;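 active = percent inhibition above a cutoff equal to the mean of all tested compounds plus 3 SD, cut at about 15% in these data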;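 also: 0% = PAD4 with RCA probe and DMSO and 100% = probe without PAD4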
LYPLA1 counter: blocks human lysophospholipase 1, a PME1 counter-screen | 320,000 compounds, 0.16% hits | recombinant LYPLA1, FP-Rh probe fluorescence polarization | inhibition, % at 5.9 µM | O75608;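 active = inhibition above the mean of all tested compounds plus 3 SD, set per campaign, cut at about 14% in these data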;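 also: inhibitors block serine hydrolase probe labeling of LYPLA1 so polarization falls; 0% = enzyme with DMSO and 100% = wells lacking LYPLA1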
Target sequence (O75608 whole entry, looked up): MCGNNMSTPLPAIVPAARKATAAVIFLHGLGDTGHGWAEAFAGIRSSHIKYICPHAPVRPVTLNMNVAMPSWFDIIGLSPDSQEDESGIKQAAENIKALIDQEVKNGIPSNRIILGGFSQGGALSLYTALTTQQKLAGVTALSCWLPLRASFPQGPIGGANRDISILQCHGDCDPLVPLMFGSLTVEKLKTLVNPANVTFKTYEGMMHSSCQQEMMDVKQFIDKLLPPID
Fam108B counter: blocks mouse Fam108B hydrolase in RBBP9 counter-screen; recombinant Fam108B, FP-Rh probe fluorescence polarization; 300,000 compounds, 0.33% hits; inhibition, % at 9.51 µM;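 active = inhibition above the screen mean inhibition plus 3 SD, computed separately per campaign, cut at about 18% in these data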;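 also: inhibitors lower polarization as less probe binds the enzyme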
PAFAH1B2 inh: inhibitors of human PAFAH1B2; 340,000 compounds, 1.2% hits; P68402; recombinant PAFAH1B2, FP-rhodamine activity probe, fluorescence polarization; AID 492953; inhibition, % at 3.39 µM;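 active = inhibition above the mean of all tested compounds plus 3 SD, cut at about 24% in these data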;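 also: 0% = enzyme with DMSO and 100% = wells lacking PAFAH1B2; many of its hits are not listed in these tables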
Target sequence (P68402 whole entry, looked up): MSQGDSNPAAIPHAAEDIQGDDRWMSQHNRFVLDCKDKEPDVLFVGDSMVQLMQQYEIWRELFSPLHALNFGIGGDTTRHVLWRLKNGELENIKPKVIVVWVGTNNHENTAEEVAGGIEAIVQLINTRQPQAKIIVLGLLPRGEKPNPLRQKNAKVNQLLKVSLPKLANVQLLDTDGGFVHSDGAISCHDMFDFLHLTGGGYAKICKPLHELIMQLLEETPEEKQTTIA
PME-1 inh: PME-1 (human) inhibition. recombinant PME-1, FP-Rh probe fluorescence polarization. Q9Y570. AID 2130. 320,000 compounds, 0.53% hits. inhibition, % at 5.9 µM;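 active = inhibition above the campaign mean of all compounds plus 3 SD, cut at about 26% in these data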;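 also: competitive labeling of PME-1 active site by serine hydrolase directed probe; 0% = PME-1 with DMSO and 100% = wells lacking PME-1 enzyme; inhibitors block probe labeling so polarization falls and inhibition rises; many of its hits are not listed in these tables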
pPAFAH FP inh: pPAFAH (human) enzyme inhibition; Q13093; 330,000 compounds, 1.5% hits; recombinant pPAFAH, FP-rhodamine probe fluorescence polarization; AID 463082; inhibition, % at 3.39 µM;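 active = inhibition above the mean inhibition across the screen plus 3 SD, cut at about 25% in these data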;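 also: inhibitors block binding of the rhodamine activity-based probe so polarization drops; 0% = enzyme with DMSO and 100% = wells lacking pPAFAH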
Target sequence (Q13093 whole entry, looked up): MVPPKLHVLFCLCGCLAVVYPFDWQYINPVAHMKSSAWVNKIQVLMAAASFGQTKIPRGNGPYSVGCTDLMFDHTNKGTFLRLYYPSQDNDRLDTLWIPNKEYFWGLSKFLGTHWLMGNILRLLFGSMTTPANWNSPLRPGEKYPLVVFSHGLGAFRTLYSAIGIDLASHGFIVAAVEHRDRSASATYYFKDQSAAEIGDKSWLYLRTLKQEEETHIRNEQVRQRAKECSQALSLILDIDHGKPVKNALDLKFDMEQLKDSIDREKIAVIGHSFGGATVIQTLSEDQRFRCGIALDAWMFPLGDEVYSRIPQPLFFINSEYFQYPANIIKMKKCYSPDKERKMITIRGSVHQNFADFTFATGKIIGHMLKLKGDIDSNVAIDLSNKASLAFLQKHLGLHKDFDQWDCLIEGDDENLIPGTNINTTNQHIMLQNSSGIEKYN
PAFAH2 inh: inhibitors of human PAFAH2; 340,000 compounds, 0.99% hits; Q99487; inhibition, % at 3.39 µM; recombinant PAFAH2, FP-rhodamine activity probe, fluorescence polarization;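 active = inhibition above the mean over all tested compounds plus 3 SD, cut at about 30% in these data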;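 also: inhibitors block probe labeling of enzyme so polarization drops; 0% = enzyme with DMSO and 100% = wells lacking PAFAH2 protein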
Numbers without * were called inactive.

How did CC(NC(=O)c1ccc2c(c1)OCCO2)C(=O)O (centres undefined) do in these assays?
PAFAH1B3 FP inh: 7; GSTO1 counter: -1; PAD4 inh: -5; LYPLA1 counter: 0; Fam108B counter: 3; PAFAH1B2 inh: -2; PME-1 inh: -5; pPAFAH FP inh: 3; PAFAH2 inh: 0

Results for CCOC(=O)c1[nH]ncc1CN1CCN(Cc2ccc(C)cc2)C(CCO)C1 (centres undefined) ?
PAFAH1B3 FP inh: 0; GSTO1 counter: -9; PAD4 inh: -11; LYPLA1 counter: 0; Fam108B counter: -3; PAFAH1B2 inh: 0; PME-1 inh: -9; pPAFAH FP inh: -9; PAFAH2 inh: 10

Results for CCCS(=O)(=O)c1nc(S(=O)(=O)c2ccc(C)cc2)c(N2CCC(C)CC2)s1 ?
PAFAH1B3 FP inh: -2; GSTO1 counter: -6; PAD4 inh: -1; LYPLA1 counter: 2; Fam108B counter: 7; PAFAH1B2 inh: 1; PME-1 inh: -6; pPAFAH FP inh: 0; PAFAH2 inh: 3

What do the screens show for `CCOC(=O)c1c(NC(=O)C2C3C=CC(C3)C2C(=O)O)sc2c1CC(C)(C)OC2` (centres undefined)?
PAFAH1B3 FP inh: 4; GSTO1 counter: 8; PAD4 inh: -5; LYPLA1 counter: 1; Fam108B counter: 7; PAFAH1B2 inh: 9; PME-1 inh: -6; pPAFAH FP inh: 0; PAFAH2 inh: 2

How did CCn1c2ccccc2c2cc(NC(=O)CC(C)=O)ccc21 do in these assays?
PAFAH1B3 FP inh: 0; GSTO1 counter: 11; PAD4 inh: -3; LYPLA1 counter: -1; Fam108B counter: 1; PAFAH1B2 inh: -2; PME-1 inh: 7; pPAFAH FP inh: 0; PAFAH2 inh: 5

Results for C1=C(c2ccccc2)Nc2ncnn2C1c1ccccc1 (centres undefined) ?
PAFAH1B3 FP inh: 5; GSTO1 counter: 3; PAD4 inh: 0; LYPLA1 counter: -3; Fam108B counter: 2; PAFAH1B2 inh: 3; PME-1 inh: 1; pPAFAH FP inh: 4; PAFAH2 inh: -1

What do the screens show for `CC(=O)N1CCN=C1SCc1ccc(C)cc1`?
PAFAH1B3 FP inh: 5; GSTO1 counter: 4; PAD4 inh: -1; LYPLA1 counter: 0; Fam108B counter: -1; PAFAH1B2 inh: -3; PME-1 inh: 4; pPAFAH FP inh: 4; PAFAH2 inh: -4

Results for Cc1ccc(SCC(=O)OCC(=O)N(CCC#N)c2ccccc2)cc1C ?
PAFAH1B3 FP inh: 6; GSTO1 counter: 6; PAD4 inh: 2; LYPLA1 counter: -2; Fam108B counter: -1; PAFAH1B2 inh: 16; PME-1 inh: -2; pPAFAH FP inh: 14; PAFAH2 inh: 8

Results for CN(Cc1ccc(Cl)cc1Cl)C(=O)CCNC(=O)c1ccco1 ?
PAFAH1B3 FP inh: 11; PAD4 inh: 1; LYPLA1 counter: 2; PAFAH1B2 inh: 8; PME-1 inh: 0; pPAFAH FP inh: 0; PAFAH2 inh: -2

How did CC(=O)Nc1ccc(OCC(O)CN2CCN(c3cccc(Cl)c3)CC2)cc1 (centres undefined) do in these assays?
PAFAH1B3 FP inh: 2; GSTO1 counter: 1; PAD4 inh: -3; LYPLA1 counter: 7; Fam108B counter: 3; PAFAH1B2 inh: 1; PME-1 inh: -1; pPAFAH FP inh: -5; PAFAH2 inh: 9

What do the screens show for `COc1cccc(CNc2nc(SC)ncc2CO)c1`?
PAFAH1B3 FP inh: 0; GSTO1 counter: -1; PAD4 inh: 0; LYPLA1 counter: -2; Fam108B counter: -4; PAFAH1B2 inh: 8; PME-1 inh: 2; pPAFAH FP inh: 7; PAFAH2 inh: -7

How did CC(NC(=O)OC(C)(C)C)C(=O)Oc1ccc2ccc(=O)oc2c1 (centres undefined) do in these assays?
PAFAH1B3 FP inh: 6; GSTO1 counter: 2; PAD4 inh: -1; LYPLA1 counter: 0; Fam108B counter: 10; PAFAH1B2 inh: 3; PME-1 inh: 2; pPAFAH FP inh: 4; PAFAH2 inh: 2

What do the screens show for `CN1CCN(c2nnc(-c3ccc(Cl)cc3)c3ccccc23)CC1`?
PAFAH1B3 FP inh: -1; GSTO1 counter: -3; PAD4 inh: 2; LYPLA1 counter: -2; Fam108B counter: 2; PAFAH1B2 inh: 4; PME-1 inh: 2; pPAFAH FP inh: 6; PAFAH2 inh: -3

How did CC(C)(C)NC(=O)C(c1ccc(-c2ccccc2)cc1)N(C[C@H]1CC[C@@H]([C@@H]2CC[C@H](CO)O2)O1)C(=O)c1cccc(Cl)c1 (some centres undefined) do in these assays?
PAFAH1B3 FP inh: 3; PAD4 inh: 0; PAFAH1B2 inh: 2; pPAFAH FP inh: 6; PAFAH2 inh: -3

Results for CC1Cc2ccccc2N1C(=O)COC(=O)/C=C/c1ccc(F)cc1 (centres undefined) ?
PAFAH1B3 FP inh: 2; PAD4 inh: 1; LYPLA1 counter: -2; PAFAH1B2 inh: 3; PME-1 inh: 1; pPAFAH FP inh: -1; PAFAH2 inh: 23

What do the screens show for `c1ccc2[nH]c(SCCN3CCOCC3)nc2c1`?
PAFAH1B3 FP inh: 4; GSTO1 counter: 6; PAD4 inh: 1; LYPLA1 counter: 3; Fam108B counter: -3; PAFAH1B2 inh: 3; PME-1 inh: -1; pPAFAH FP inh: 2; PAFAH2 inh: 0

How did CCCN(CC1CC1)C(=S)NC(=O)C1CC1 do in these assays?
PAFAH1B3 FP inh: 0; GSTO1 counter: 2; PAD4 inh: 3; LYPLA1 counter: 0; Fam108B counter: -2; PAFAH1B2 inh: -4; PME-1 inh: -3; pPAFAH FP inh: 1; PAFAH2 inh: 4

What do the screens show for `N#Cc1ccc(COc2cccnc2[N+](=O)[O-])cc1`?
PAFAH1B3 FP inh: -1; GSTO1 counter: -4; PAD4 inh: -3; LYPLA1 counter: -1; Fam108B counter: 2; PAFAH1B2 inh: 5; PME-1 inh: 1; pPAFAH FP inh: 1; PAFAH2 inh: 2

Results for COc1ccc(S(=O)(=O)Cc2ccc(C(=O)N3CCN(c4cccc(C)c4C)CC3)o2)cc1 ?
PAFAH1B3 FP inh: 13; GSTO1 counter: 14; PAD4 inh: 7; LYPLA1 counter: -3; Fam108B counter: 0; PAFAH1B2 inh: 2; PME-1 inh: 4; pPAFAH FP inh: 10; PAFAH2 inh: -6

Results for O=C(O)c1cnn2c1C(=O)N(Cc1cccs1)CC2 ?
GSTO1 counter: 0; PAD4 inh: 1; LYPLA1 counter: -1; Fam108B counter: -5; PME-1 inh: -4; pPAFAH FP inh: -2

The closing 2 entries of the section before open the next one.
Results for COc1ccc(S(=O)(=O)Cc2ccc(C(=O)N3CCN(c4cccc(C)c4C)CC3)o2)cc1 ?
PAFAH1B3 FP inh: 13; GSTO1 counter: 14; PAD4 inh: 7; LYPLA1 counter: -3; Fam108B counter: 0; PAFAH1B2 inh: 2; PME-1 inh: 4; pPAFAH FP inh: 10; PAFAH2 inh: -6

Results for O=C(O)c1cnn2c1C(=O)N(Cc1cccs1)CC2 ?
GSTO1 counter: 0; PAD4 inh: 1; LYPLA1 counter: -1; Fam108B counter: -5; PME-1 inh: -4; pPAFAH FP inh: -2

Results for COc1cccc(NC(=O)CCNS(=O)(=O)c2cccc3nonc23)c1 ?
PAFAH1B3 FP inh: 2; GSTO1 counter: 4; PAD4 inh: -4; LYPLA1 counter: 0; Fam108B counter: 2; PAFAH1B2 inh: 3; PME-1 inh: 0; pPAFAH FP inh: 3; PAFAH2 inh: 3

How did O=C(COC(=O)c1cnccn1)Nc1ccc(Cl)cc1 do in these assays?
PAFAH1B3 FP inh: 2; GSTO1 counter: -4; PAD4 inh: 3; LYPLA1 counter: -1; Fam108B counter: 5; PAFAH1B2 inh: 0; PME-1 inh: -3; pPAFAH FP inh: 7; PAFAH2 inh: -14

What do the screens show for `CC(=O)c1ccc(NC(=O)C2CCC(C)(C(=O)O)C2(C)C)cc1` (centres undefined)?
PAFAH1B3 FP inh: 10; GSTO1 counter: 2; PAD4 inh: -2; LYPLA1 counter: 0; Fam108B counter: -2; PAFAH1B2 inh: -2; PME-1 inh: 4; pPAFAH FP inh: 3; PAFAH2 inh: -7

What do the screens show for `CCCOc1ccc(-c2c(C(=O)N/N=C/c3ccccc3)nnn2-c2nonc2N)cc1`?
PAFAH1B3 FP inh: -3; GSTO1 counter: 1; PAD4 inh: 3; LYPLA1 counter: -1; Fam108B counter: -8; PAFAH1B2 inh: 4; PME-1 inh: -3; pPAFAH FP inh: -1; PAFAH2 inh: 0

What do the screens show for `Cc1nc(-c2ccccc2)cc(N2CCCC2)n1`?
PAFAH1B3 FP inh: 7; GSTO1 counter: -1; PAD4 inh: 3; LYPLA1 counter: 0; Fam108B counter: -2; PAFAH1B2 inh: 2; PME-1 inh: 2; pPAFAH FP inh: 7; PAFAH2 inh: 1

Results for O=C1C2C(C(=O)N1CCN1CCN(Cc3ccc([N+](=O)[O-])cc3)CC1)[C@H]1C=C[C@@H]2C1 (some centres undefined) ?
PAFAH1B3 FP inh: -5; GSTO1 counter: -1; PAD4 inh: 2; LYPLA1 counter: 0; Fam108B counter: 1; PAFAH1B2 inh: 1; PME-1 inh: 1; pPAFAH FP inh: 5; PAFAH2 inh: -11

What do the screens show for `CC1CCN(C(=O)c2ccc(NS(=O)(=O)c3ccc4[nH]c(=O)[nH]c4c3)cc2)CC1`?
PAFAH1B3 FP inh: -4; GSTO1 counter: -22; PAD4 inh: -1; LYPLA1 counter: -4; Fam108B counter: -2; PAFAH1B2 inh: 5; PME-1 inh: -1; pPAFAH FP inh: -5; PAFAH2 inh: 0

How did Cc1cccc([C@@H]2[C@@H]3C(=O)N(Cc4ccccc4)C(=O)[C@@H]3[C@]3(Cc4ccc(Cl)cc4)C(=O)N(c4cccc(Cl)c4)C(=O)N23)c1 do in these assays?
PAFAH1B3 FP inh: 3; GSTO1 counter: -1; PAD4 inh: -1; LYPLA1 counter: -7; Fam108B counter: -6; PAFAH1B2 inh: -8; PME-1 inh: -5; pPAFAH FP inh: 3; PAFAH2 inh: -9

Results for CCOC(=O)[C@H]1[C@H]2COc3ccc(OC)cc3[C@@H]2N2C(=O)CN(Cc3ccc(C)cc3)C(=O)[C@@]12C ?
PAFAH1B3 FP inh: 9; PAD4 inh: -6; LYPLA1 counter: 3; PAFAH1B2 inh: 3; PME-1 inh: 0; pPAFAH FP inh: 0; PAFAH2 inh: 2

Results for COc1cc(OC)c(NC2=NCCCCC2)cc1Cl ?
PAFAH1B3 FP inh: 4; GSTO1 counter: 4; PAD4 inh: 1; LYPLA1 counter: -2; Fam108B counter: 5; PAFAH1B2 inh: 1; PME-1 inh: 2; pPAFAH FP inh: -3; PAFAH2 inh: -6

Results for CCCn1cnc2c(=S)nc(N)[nH]c21 ?
PAFAH1B3 FP inh: 5; GSTO1 counter: 3; PAD4 inh: -2; LYPLA1 counter: 1; Fam108B counter: -4; PAFAH1B2 inh: 2; PME-1 inh: 1; pPAFAH FP inh: 4; PAFAH2 inh: -2

How did O=C(Nc1ccc(C(F)(F)F)cc1)c1cc(S(=O)(=O)NCC2COc3ccccc3O2)ccc1F (centres undefined) do in these assays?
PAFAH1B3 FP inh: -16; GSTO1 counter: -11; PAD4 inh: 1; LYPLA1 counter: -36; Fam108B counter: -40; PAFAH1B2 inh: -20; PME-1 inh: -76; pPAFAH FP inh: -20; PAFAH2 inh: -26

Results for Cc1cc(C)n(CC(O)COc2ccc3ccccc3c2)n1 (centres undefined) ?
PAFAH1B3 FP inh: 4; GSTO1 counter: 12; PAD4 inh: 2; LYPLA1 counter: -9; Fam108B counter: 1; PAFAH1B2 inh: 1; PME-1 inh: -2; pPAFAH FP inh: -5; PAFAH2 inh: -7

Not all compounds are listed, so the mix of outcomes need not match the whole.
